# S2 tox = Viability Counterscreen for Primary qHTS for Inhibitors of ATXN expression. S2 cells (HEK-293 line with an ATXN2-luciferase reporter) viability, CellTiter-Fluor protease fluorescence, 24 h. Potency, µM (highest dose often 56.7 µM), hits mostly cytotoxic. actives 0.49% (n = 400,000); note: potency is the fitted concentration of half-maximal effect; nearly all actives have a fitted effect of over 40% in size
# CCT chaperon mod = High-Throughput Screening for Modulators of Cytosolic Chaperonin Activity; purified chaperonin ATPase assay, HTRF ADP detection, 30 min; AID 651819, 2012; actives 0.3% (n = 360,000); activity change, % (test concentration not listed), hits read low; in the data active = activity change below about -30%; note: % is set by controls: 0 for no effect and ±100 for the full control effect
#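 ATPase activity: ADP formed was measured by HTRF Transcreener (665/615 nm ratio) after 30 min at 37 deg C with 10 uM ATP. Compounds screened at one 76 uM concentration against 40 or 20 nM TRiC in Tris pH 7.4/KCl/MgCl2/DTT buffer.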
# HepG2 viability = qHTS for Inhibitors of TGF-b: Cytotox Counterscreen; HepG2 CAGA-GFP viability, ATP luminescence, 18 h; AID 588856, 2011; Potency, µM (highest dose often 46.1 µM), without a hit: at the highest dose activity change, negative = cytotoxicity, usual class: cytotoxic; actives 0.76% (n = 410,000); note: potency is the fitted concentration of half-maximal effect; some results filed as inactive show a strong effect at the top dose
#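 CellTiter-Glo luminescence gave cytotoxicity after 18 hours at 37 degrees C. The cells were HepG2 CAGA-GFP in 1% FBS DMEM, stimulated with 500 pg/mL TGF-beta after compound addition. %Activity was normalised to no-cell wells (complete cell-killing) and DMSO (no toxicity), and curves were fitted and classified.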
# Nrf2 block = Nrf2 qHTS screen for inhibitors; actives 2.1% (n = 360,000); Potency, µM (series often up to 46 µM), for the others: top-dose activity change, negative = inhibition, usual class: inhibitors; A549 ARE-Fluc reporter, luciferase luminescence, 18-24 h; note: potency is the fitted concentration of half-maximal effect; % is set by controls: 0 for no effect and ±100 for the full control effect; nearly all actives have a fitted effect of over 60% in size
#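 A549 ARE_Fluc cells, 5000/well, 5% FBS OPTI-MEM; compounds in dose-response, 18-24 h at 37 °C/5% CO2; CellTiter-Fluor viability read (Ex 405/Em 525), then BugLite luciferase luminescence = Nrf2 activity.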
# Akt phos inh = HTS Assay for Inhibitors of Akt Phophorylation: Primary Screen; Neuro2A IGF-stimulated pAkt S473 HTRF, 20 min; stronger effect = lower value; activity change, % for hits at 50 µM; actives 0.32% (n = 360,000); in the data active = activity change below about -80%; inconclusive = mostly about -51% to -80%; note: % is set by controls: 0 for no effect and ±100 for the full control effect
#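 Neuro2A cells in DMEM with 0.5% FBS, overnight at 37 deg C, given compound at single 50 µM final, then IGF (6 nM final) for 20 min at 37 deg C. Lysed; phospho-Akt Ser473 by HTRF after 24 h, 665/615 ratio.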
# MmCpn inh = Inhibitors of TCP-1 ring complex (TRiC) of Methanococcus maripaludis (MmCpn): qHTS; purified Mm-Cpn ATPase, ADP Transcreener TR-FRET; actives 0.031% (n = 330,000); Potency, µM (top dose mostly 76.9 µM), inactives show at the top dose activity, negative = inhibition, hits mostly inhibitors; Chaperonin Mm-Cpn (Methanococcus maripaludis); note: potency is the fitted concentration of half-maximal effect; % is set by controls: 0 for no effect and ±100 for the full control effect; nearly all actives have a fitted effect of over 80% in size
#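 TR-FRET (320 nm excitation; 590 and 665 nm emission) reports ADP made from 10 uM ATP by 25 nM enzyme; compounds were preincubated 10 min, reaction run 30 min, both at 37°C.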
# A549 tox = Nrf2 qHTS screen for inhibitors: counterscreen for cytotoxicity. A549 ARE-Fluc cells, CellTiter-Fluor viability, 18-24 h. actives 0.16% (n = 390,000). Potency, µM (titrated, usually from 46 µM), without a hit: top-dose activity change, negative = cytotoxicity, usual class: inhibitors. AID 504648, 2011; note: potency is the fitted concentration of half-maximal effect; % is set by controls: 0 for no effect and ±100 for the full control effect
#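 Cytotoxicity counterscreen: CellTiter-Fluor fluorescence was measured in A549 ARE_Fluc cells after 18-24 h of compound exposure in a concentration series. The subsequent BugLite luminescent read reports ARE-luciferase activity.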
# Nrf2 ARE act = qHTS of Nrf2 Activators. Potency, µM (series often up to 46.1 µM), for the others: top-dose activation, usual class: activators. actives 0.31% (n = 410,000). AID 624171, 2012. AREc32 ARE-luciferase reporter (MCF7-derived line), luminescence, 24 h; note: potency is the fitted concentration of half-maximal effect; % of control where 0% means no effect; nearly all actives have a fitted effect of over 65% in size
#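 AREc32 cells carrying an ARE-driven firefly luciferase, 1000 cells/well in OPTI-MEM with 5% FBS, dosed after overnight attachment and incubated 24 hr at 37 deg C. Steady-Glo luminescence read after 30 min at RT.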
# TGFb SMAD3 inh = qHTS for Inhibitors of TGF-b; HepG2 CAGA-GFP TGF-b/SMAD3 reporter, GFP fluorescence, 18 h; TGF-beta stimulated, 500 pg/mL final; Potency, µM (series often up to 46.1 µM), without a hit: at the top dose activity, negative = inhibition, usual class: inhibitors; actives 1.2% (n = 410,000); note: potency is the fitted concentration of half-maximal effect; % is set by controls: 0 for no effect and ±100 for the full control effect; nearly all actives have a fitted effect of over 65% in size
#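 Cell-based qHTS in HEPG2 carrying a CAGA-GFP Smad reporter; compounds added before 500 pg/mL final TGF-beta, 18 h incubation at 37 degrees C, GFP fluorescence quantified per cell by imaging cytometry.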
# * = called active by the depositor; i = inactive; ? = inconclusive; / = not tested or not shown; & = joins results of further samples; [ ] = another dose, or the depositor's remark. Unless noted, calls come from the whole dose curve; as a rule, active = well fitted curve in the direction sought with a large enough effect; inconclusive = small, poorly fitted or top-dose-only effect, or another doubt; inactive = no such curve, though single readings can be large; an effect the other way counts as inactive or inconclusive.
SMILES,S2 tox,CCT chaperon mod,HepG2 viability,Nrf2 block,Akt phos inh,MmCpn inh,A549 tox,Nrf2 ARE act,TGFb SMAD3 inh
CCOc1ccccc1C(=O)N(C)Cc1cc2cc(OC)ccc2[nH]c1=O,?,-2.6,5.7%,-0.6%,i,0.6%,-8.8%,2.7%,27.4%
O=C(CN1C(=O)NC(Cc2c[nH]c3ccccc23)C1=O)Nc1ccc(Br)cc1F (stereo unspecified),?,0.1,-20.1%,1.5%,i,1.0%,8.1%,-1.3%,-14.1%
CSc1nsc(SC)c1C(=O)NC(=O)Nc1cccnc1,i,-42.4*,-9.2%,-27.3%,i,-0.5%,-10.5%,1.8%,-19.4%
COc1cc(/C=C2\CCc3c2nc2ccccc2c3C(=O)O)cc(OC)c1OC,/,-2.4,-5.1%,0.0%,i,-5.1%,-10.8%,-0.3%,-23.1%
Cc1nc2c(c(C)nn2-c2ccccc2)c(C)c1CCC(=O)NCCc1ccc(Cl)cc1,?,/,0.2%,?,/,/,?,0.2%,0.2%
COc1ccc(CN2C(=O)C(C)S/C2=N/N=C/c2ccco2)cc1 (stereo unspecified),i,0.1,-54.6%,?,i,-0.1%,0.0%,16.8%,-28.4%
O=C(Cn1c(=O)n(Cc2ccco2)c(=O)c2ccc(C(=O)NC3CCCC3)cc21)Nc1ccc(F)cc1,i,/,-30.9%,5.3%,/,/,-1.3%,-0.9%,-18.1%
Cc1cc(C)c(S(=O)(=O)N2CCCC2=O)c(C)c1,?,-2.8,-3.7%,1.9%,i,1.2%,-7.3%,0.3%,-3.9%
COc1ccccc1OCC(=O)c1[nH]c(C)c(C(C)=O)c1C,i,-1.7,-28.1%,5.17µM*,i,-6.1%,-5.7%,0.5%,-0.1%
O=C(CSc1nc2ccccc2c2nc(-c3ccccc3)nn12)Nc1ccc(Br)cc1,i,/,3.7%,/,/,/,0.6%,0.3%,0.2%
NC(=O)C1=CC2C3C=CC2(O)C(=O)OC3O1 (stereo unspecified),/,-2.2,12.6µM*,-15.8%,i,/,-8.4%,?,11.2µM*
CCOC(=O)C/C(C)=N\Nc1ccc([N+](=O)[O-])cc1[N+](=O)[O-],i,-3.0,1.8%,-12.2%,i,2.4%,-22.7%,10.2%,1.2%
COc1ccc(CN2CCN(C(=O)c3cccc4ccccc34)CC2)c(OC)c1OC,i,0.1,-11.4%,-6.8%,i,0.9%,1.9%,2.8%,10.3%
CC(C(=O)O)N1CCCCC1 (stereo unspecified),i,0.3,-3.8%,3.5%,i,1.5%,-2.7%,-0.7%,-1.2%
Cc1ccc(OCC(=O)N/N=C/c2cn(C)c3ccccc23)cc1,i,-26.0,-74.0%,1.5%,i,3.9%,0.7%,0.0%,-9.9%
C[C@@H](CSc1ccc(Br)cc1)CN1CC[C@H](NC(=O)OCc2ccccc2)CCC1=O,?,1.6,-23.5%&-32.0%,?,i,-0.3%,-12.8%,6.6%,11.2µM*
CC(C)Cn1c(SCC(=O)N2CCCc3ccccc32)nc2ccccc2c1=O,i,0.0,-10.1%,?,i,1.6%,?,2.1%,?
CC1(C)CC(NC(=O)COc2ccc3c4c(c(=O)oc3c2)CCCC4)CC(C)(C)N1,i,0.6,6.3%,16.0%,i,-0.6%,0.9%,-0.8%,6.3%
CS(=O)(=O)c1ccc(-c2nnc(NC(=O)C3=COCCO3)o2)cc1,i,-6.3,-14.0%,7.5%,i,0.1%,-1.1%,-0.2%,1.6%
Cc1ccc(NC(=O)COC(=O)c2c(-c3ccccc3)noc2C)cc1,i,-0.4,3.9%,?,i,1.3%,-5.5%,2.9%,1.1%
Cc1ccc(OCCC(=O)OCC(=O)c2c(N)n(CC(C)C)c(=O)n(C)c2=O)cc1,i,0.7,-5.5%,-14.7%,i,-0.5%,-0.5%,0.5%,8.1%
CCCCCC(=O)N1C[C@H](n2cc(COC(=O)c3ccccc3)nn2)[C@@H](O)C[C@@H]1c1ccc(Cl)cc1,/,0.5,-70.1%,/,i,/,/,-2.4%,?
CC1CCCCC1NC(=O)NC(=O)COC(=O)c1ccc(OC(F)F)cc1 (stereo unspecified),i,-3.4,8.1%,1.0%,i,3.6%,1.0%,0.2%,-11.6%
OCCCNc1ncnc2scc(-c3ccc(Cl)cc3)c12,i,3.5,0.6%,?,i,-0.1%,1.3%,-0.5%,4.0%
NC(=O)c1cc([N+](=O)[O-])ccc1NCc1ccccn1,i,0.0,-2.8%,-3.9%,i,1.1%,-18.4%,4.0%,-0.9%
Cc1ccc(S(=O)(=O)Cc2ccc(C(=O)NCCc3ccc(Cl)cc3)o2)cc1,?,/,-11.0%,?,/,/,-18.3%,4.2%,?
O=C(COC(=O)CNC(=O)c1ccc(Br)cc1)Nc1nnc(-c2ccccc2)o1,i,-1.3,-0.4%,1.1%,i,-1.2%,3.6%,1.9%,24.3%
CCc1cccc(NC(=O)Cn2c(=O)n(CC3CCC(C(=O)NC)CC3)c(=O)c3sccc32)c1 (stereo unspecified),i,/,-17.0%,?,/,/,-2.9%,1.1%,-33.4%
C[C@H](NC(=O)c1nc[nH]c1C(=O)N1CCN(C(=O)OC(C)(C)C)CC1)C(=O)OCc1ccccc1,i,-0.8,-0.1%,6.4%,i,-4.2%,-4.1%,-0.8%,?
O=C(NCCN1CCOCC1)c1ccc2c(c1)N(Cc1cccc(F)c1)C(=O)c1ccccc1S2,i,-0.9,-24.8%,-26.9%,i,-13.3%,0.7%,2.7%,-19.0%
COc1ccccc1C1CCN(Cc2ccc(Cl)c(Cl)c2)CC1,i,0.6,19.8%,-1.4%,i,-2.0%,2.1%,0.2%,6.7%
O=C(CSc1ccsc1[N+](=O)[O-])N1CCN(c2ccccn2)CC1,i,2.1,-12.8%,?,i,-1.0%,?,22.9%,-15.1%
CC(C)=CCC[C@H](C)C[C@@H]1CC2=C(C(=O)OC(C)(C)O2)[C@H](c2ccc(F)cc2)O1,i,2.2,-31.2%,/,i,/,/,0.1%,-11.4%
Cc1nnc(NC(=O)c2c(-c3ccccc3Cl)noc2C)s1,i,-2.7,13.7%,4.5%,i,0.2%,2.5%,-0.2%,10.2%
Cc1ccc(S(=O)(=O)N(C)C[C@@H]2Oc3ncc(Br)cc3C(=O)N([C@H](C)CO)C[C@@H]2C)cc1,i,-2.7,16.8%,/,i,/,/,0.2%,-14.6%
O=C(O)CCC1OC(=O)C(O)=C1c1ccccc1 (stereo unspecified),i,1.9,14.4%,12.8%,i,2.1%,1.9%,0.4%,35.0%
Nc1c(Cl)cc(C(=O)NC2CC2)cc1Cl,i,-1.6,-5.7%,?,i,/,-0.4%,1.8%,-4.3%
O=C(Cc1ccccc1)Nc1cccc(NC(=O)c2cccs2)c1,i,1.1,3.4%,-24.3%,i,2.6%,-12.7%,3.6%,5.6%
COc1ccc(-c2noc(CN3CCCC(OCc4ccccn4)C3)n2)cc1 (stereo unspecified),i,-1.4,2.4%,?,i,0.1%,-2.4%,2.7%,14.9%
COc1ccc(C(=O)NNC(=O)C2CCCO2)cc1 (stereo unspecified),i,-0.1,2.9%,9.0%,i,1.8%,-3.2%,-0.4%,-0.2%
O=C1CN(c2nc(-c3cccs3)nc3sc4c(c23)CCCC4)CCN1,i,0.3,-19.0%,?,i,-16.4%,-2.5%,2.5%,-26.7%
COC(=O)c1c(C)[nH]c(C=O)c1-c1ccccc1,i,-0.9,4.3%,?,i,0.5%,0.6%,3.6%,14.6%
CCS(=O)(=O)N1CCC(C(=O)NCc2ccc3c(c2)OCO3)CC1,i,0.3,6.7%,-3.6%,i,1.8%,-3.1%,-0.2%,9.0%
COc1ccc2[nH]c(C)c(CCN3C(=O)C4CC=CCC4C3=O)c2c1 (stereo unspecified),i,-1.8,-19.4%,0.7%,i,-0.1%,-9.4%,-0.9%,-14.2%
O=C(CCN1C(=O)c2ccccc2C1=O)N1CCN(Cc2ccccc2)CC1,i,0.3,-9.2%,5.7%,i,1.8%,1.2%,0.5%,-18.8%
CCOc1ccc(CC(=O)N2CCc3cc(OC)c(OC)cc3C2COc2ccc3c(C)cc(=O)oc3c2)cc1 (stereo unspecified),i,/,6.7%,7.8%[9.27 µM],/,/,0.6%,-0.3%,6.1%
O=C(CCn1nnnc1CN1CCOCC1)N1CCC(c2ccccc2Cl)C1 (stereo unspecified),i,-0.4,-20.7%,-1.6%,i,-0.4%,-5.7%,0.3%,?
C[C@@H]1CN([C@@H](C)CO)C(=O)CCCn2nncc2CO[C@H]1CN(C)Cc1ccccc1C(F)(F)F,?,0.4,-55.1%,/,i,/,/,-0.3%,-11.3%
CNC(=S)N/N=C/c1c(C)nn(-c2cccc(Cl)c2)c1Cl,i,-0.9,-15.1%,-0.6%,i,-2.9%,3.9%,-0.2%,-14.4%
COc1ccc(C(c2c(O)nc[nH]c2=O)c2c(O)nc[nH]c2=O)cc1,i,-1.9,1.3%,5.7%,i,-0.7%,0.6%,0.4%,4.6%
Cn1c2c(c(=O)n(C)c1=O)C(c1cc3c(cc1Br)OCO3)CC(=O)N2 (stereo unspecified),i,-0.6,-0.8%,4.7%,i,-11.3%,-0.2%,-1.2%,-13.5%
Cc1ccc(-n2nc(C)c3nc(CCC(=O)Nc4ccc(F)cc4)c(=O)n(C)c32)cc1,i,/,1.3%,/,/,/,6.4%,-0.9%,?

# From PubChem
